Compound activity (PubChem BioAssay)
GAA glycogen = qHTS Assay for Inhibitors and Activators of Human alpha-Glucosidase Cleavage of Glycogen. 300,000 compounds, 0.38% hits. recombinant GAA, glycogen substrate, Amplex Red glucose oxidase fluorescence. Potency, µM (doses to about 76.4 µM), for the others: at the highest dose activity change, negative = inhibition, most hits filed as inhibitors;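 note: 0% = full enzyme reaction and -100% = no-enzyme basal signal; the screen sought inhibitors and activators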
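Recombinant enzyme (4 nM final) with compounds titrated up to 77 uM and bovine liver glycogen (30 ug) in citrate pH 5.0, 0.01% Tween-20, 37 C 40 min. Released glucose detected by Amplex Red/glucose oxidase (Ex 573/Em 610); AC50 from Hill fits.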
RGS12 GoLoco inh = qHTS Assay for Inhibitors of RGS12 GoLoco Motif Activity (Red Fluorophore); Potency, µM (titrated, usually from 61.6 µM), without a hit: at the top dose activity, negative = inhibition, hits mostly inhibitors; Guanine nucleotide-binding protein G(i) subunit alpha-1 (Homo sapiens), P63096; 230,000 compounds, 0.44% hits; Gai1:RGS12 GoLoco peptide FP, rhodamine, 10 min; active = well fitted inhibition curve with a large enough effect, not every such curve was filed as active; inactive = no such curve, though single readings can be large or run the other way; note: % is set by controls: 0 for no effect and ±100 for the full control effect; nearly all actives have a fitted effect of over 30% in size; many of its hits are not listed in these tables
Target sequence (P63096 whole entry, looked up): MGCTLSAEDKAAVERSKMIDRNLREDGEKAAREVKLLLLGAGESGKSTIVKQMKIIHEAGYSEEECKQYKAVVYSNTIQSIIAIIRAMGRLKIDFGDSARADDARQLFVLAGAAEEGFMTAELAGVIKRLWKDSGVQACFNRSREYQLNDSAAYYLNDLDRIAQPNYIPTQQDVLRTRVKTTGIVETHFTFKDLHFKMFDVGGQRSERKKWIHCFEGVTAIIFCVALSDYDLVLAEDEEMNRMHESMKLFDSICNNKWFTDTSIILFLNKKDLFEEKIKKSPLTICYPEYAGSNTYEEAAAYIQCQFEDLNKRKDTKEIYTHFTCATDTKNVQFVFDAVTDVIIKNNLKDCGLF
GAA inh = qHTS Assay for Inhibitors of Human alpha-Glucosidase as a Potential Chaperone Treatment of Pompe Disease; Lysosomal alpha-glucosidase (Homo sapiens), P10253; AID 1466, 2008; 200,000 compounds, 0.005% hits; Potency, µM (titrated, usually from 76.9 µM), without a hit: top-dose activity change, negative = inhibition, usual class: inhibitors; purified human GAA, 4-MU-alpha-glucoside fluorescence;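 note: plate controls were uninhibited enzyme wells for no effect and no-enzyme background for full effect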
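Enzyme (4 nM final) mixed with compound (up to 77 uM), then 4-MU-alpha-D-pyranoside (400 uM final) added; 20 min at room temperature, pH 5.0. Reaction stopped at pH 10, fluorescence read, AC50 derived by Hill fit.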
KDM4E inh = qHTS Assay for Inhibitors of Human Jumonji Domain Containing 2E (JMJD2E). 230,000 compounds, 1.6% hits. JMJD2E catalytic domain, FDH-coupled NADH fluorescence (FDH is formaldehyde dehydrogenase). Potency, µM (titrated, usually from 57.1 µM), without a hit: at the top dose activity change, negative = inhibition, actives largely listed as inhibitors. Lysine-specific demethylase 4E (Homo sapiens), B2RXH2. AID 2147, 2009; active = well fitted inhibition curve with a large enough effect, not every such curve was filed as active; inconclusive = small, poorly fitted or top-dose-only effect, or another doubt; inactive = no such curve, though single readings can be large or run the other way;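 note: 0% = wells with enzyme and -100% = buffer wells without enzyme; nearly all actives have a fitted effect of over 50% in size; many of its hits are not listed in these tables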
Target sequence (B2RXH2 1-337 limits assumed): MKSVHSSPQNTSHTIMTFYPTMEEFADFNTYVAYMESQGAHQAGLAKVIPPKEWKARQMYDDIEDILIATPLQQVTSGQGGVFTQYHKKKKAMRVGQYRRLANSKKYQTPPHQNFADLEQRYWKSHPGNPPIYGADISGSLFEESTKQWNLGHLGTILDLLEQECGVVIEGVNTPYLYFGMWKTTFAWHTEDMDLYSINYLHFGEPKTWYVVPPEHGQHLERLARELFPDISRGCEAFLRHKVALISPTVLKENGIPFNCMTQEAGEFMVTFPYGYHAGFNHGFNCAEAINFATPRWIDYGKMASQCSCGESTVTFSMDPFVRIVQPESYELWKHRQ
ALDH1A1 inh = qHTS Assay for Inhibitors of Aldehyde Dehydrogenase 1 (ALDH1A1); Purified ALDH1A1, NADH fluorescence, propionaldehyde substrate; Potency, µM (doses to about 75.3 µM), inactives show at the top dose activity, negative = inhibition, most hits filed as inhibitors; 220,000 compounds, 7.3% hits; AID 1030, 2008; active = well fitted inhibition curve with a large enough effect, not every such curve was filed as active; inconclusive = small, poorly fitted or top-dose-only effect, or another doubt; inactive = no such curve, though single readings can be large or run the other way;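 note: plate controls were no enzyme wells and a reference inhibitor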
GAA spleen mod = qHTS Assay for Inhibitors and Activators of Human alpha-Glucosidase From Spleen Homogenate. Potency, µM (highest dose often 79.9 µM), for inactives: at the highest dose activity change, negative = inhibition, usual class: inhibitors. AID 2112, 2009. Lysosomal alpha-glucosidase (Homo sapiens), P10253. 240,000 compounds, 0.006% hits. human spleen homogenate, 4-MU-alpha-glucoside fluorescence;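 note: 0% = enzyme with vehicle and -100% = no enzyme basal signal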
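AC50 values come from Hill-equation fits of concentration-response data, normalized to no-enzyme and full-activity controls. Enzyme source: 1 ug human spleen homogenate; 1 mM fluorogenic 4-MU glucoside, pH 5.0 citrate buffer, 37 C, 40 min.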
aGal spleen mod = qHTS Assay for Inhibitors and Activators of Human alpha-Galactosidase From Spleen Homogenate. Alpha-galactosidase A (Homo sapiens), P06280. human spleen homogenate, 4MU-alpha-Gal fluorescence, 40 min. Potency, µM (series often up to 80 µM), for the others: at the highest dose activity change, negative = inhibition, actives largely listed as inhibitors. 240,000 compounds, 0.008% hits;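 note: 0% = enzyme with vehicle and -100% = no enzyme basal signal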
Target sequence (P06280 32-429 limits assumed): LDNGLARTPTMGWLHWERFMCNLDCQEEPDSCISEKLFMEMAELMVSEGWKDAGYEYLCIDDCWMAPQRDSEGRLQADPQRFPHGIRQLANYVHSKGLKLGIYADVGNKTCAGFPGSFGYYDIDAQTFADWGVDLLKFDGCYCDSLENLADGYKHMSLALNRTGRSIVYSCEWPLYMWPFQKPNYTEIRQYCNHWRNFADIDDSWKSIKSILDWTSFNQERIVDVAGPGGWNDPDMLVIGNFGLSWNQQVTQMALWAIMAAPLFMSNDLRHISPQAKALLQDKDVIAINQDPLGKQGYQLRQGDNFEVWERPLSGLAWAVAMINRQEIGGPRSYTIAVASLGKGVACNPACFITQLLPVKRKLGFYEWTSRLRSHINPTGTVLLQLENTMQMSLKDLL
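Human spleen homogenate (1 ug) as enzyme source, 4-methylumbelliferyl-alpha-D-galactopyranoside 1 mM final, citrate/phosphate pH 5.0 with 0.01% Tween-20. Compounds 40 min at 37C, NaOH/glycine stop; fluorescence Ex 365/Em 440, Hill-fit AC50.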
SMN2 splice up = qHTS Assay for Enhancers of SMN2 Splice Variant Expression; Potency, µM (doses to about 46.1 µM), without a hit: at the highest dose activity change, positive = activation, most hits filed as activators; 210,000 compounds, 2.8% hits; HEK293 SMN2-luciferase splicing reporter, luminescence, 30-36 h; note: % of control where 0% means no effect; nearly all actives have a fitted effect of over 55% in size
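HEK293 cells carry an SMN2 minigene-luciferase reporter in which exon 7 inclusion puts luciferase in frame. Cells were seeded at 2000 cells/well, attached for 10-12 hours, then exposed to compounds for 30-36 hours at 37C before ONE-Glo luminescence.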
Numbers without * were called inactive; ? = inconclusive; / = not tested or not shown; [ ] = dose if it differs, or a comment. Unless noted, calls come from the whole dose curve; as a rule, active = well fitted curve in the direction sought with a large enough effect; inconclusive = small, poorly fitted or top-dose-only effect, or another doubt; inactive = no such curve, though single readings can be large; an effect the other way counts as inactive or inconclusive. Potency is the fitted concentration of half-maximal effect. An excerpt; the hit share may differ from the screen's.

compound | SMN2 splice up | GAA inh | GAA glycogen | RGS12 GoLoco inh | KDM4E inh | ALDH1A1 inh | GAA spleen mod | aGal spleen mod
Cc1occc1C(=O)N/N=C/c1cccnc1 | 16.0% | -2.1% | -3.4% | 2.0% | 11.5% | 3.3% | 0.2% | 0.4%
CCSc1nnc(NC(=O)C2CC(=O)N(Cc3ccccc3)C2)s1 (configuration not stated) | 6.3% | -0.4% | -3.8% | 15.2% | 0.1% | 4.3% | / | 1.8%
CC(C)CNS(=O)(=O)c1ccc(CCC(=O)NCC2CCCO2)cc1 (configuration not stated) | 4.0% | -2.5% | 3.0% | -18.6% | 13.1% | -9.1% | -0.6% | 6.5%
CSc1nc(/C=C2\C=Nc3ccccc32)c(O)n1C | ? | -1.8% | 6.3% | 8.5% | 2.3% | -4.6% | -8.5% | -15.8%
Cc1sc2nc(C)n(/N=C/c3ccc(O)cc3)c(=O)c2c1C | 4.2% | 1.0% | -1.0% | 5.3% | 7.4% | ? | -0.2% | 0.7%
CC(=O)Nc1ccc(S(=O)(=O)NNC(=O)c2ccc(S(=O)(=O)N3CCCCC3)cc2)cc1 | 11.6% | ? | ? | -1.5% | 5.0% | -8.6% | -6.7% | -5.2%
O=C(c1cccc(S(=O)(=O)N2CCCCC2)c1)N1CCN(S(=O)(=O)c2ccc(F)cc2)CC1 | -19.4% | -9.4% | 5.9% | -9.5% | 1.5% | 6.7% | -4.0% | 0.2%
O=C(CCCn1c(=S)[nH]c2ccccc2c1=O)NCCSCc1ccccc1 | -24.0% | 3.4% | -16.5% | 3.3% | 3.7% | 5.3% | -5.7% | -8.3%
O=C(c1ccccc1F)N1CCN(CC2CC3C=CC2C3)CC1 (configuration not stated) | -12.9% | 0.0% | 4.4% | 0.2% | -11.4% | -12.9% | -3.3% | 4.6%
Cc1ccc2oc(=O)c3cnn(CC(=O)N(Cc4ccco4)C4CCCCC4)c3c2c1 | 2.8% | ? | -17.0% | 8.8% | -9.4% | ? | 0.1% | 4.3%
Cc1ccc(C)c(N(C(=O)Cn2nnc3ccccc32)C(C(=O)NCc2ccco2)c2ccncc2)c1 (configuration not stated) | / | -26.5% | 5.5% | -3.7% | -0.7% | -1.1% | -1.1% | 5.8%
COc1cc(/C=N/Nc2cccc3cccnc23)cc(OC)c1O | ? | ? | ? | 1.7% | ? | 0.1% | 10.5% | 5.0%
CCOc1ccc(OCC)c(NC(=O)CN(C)S(=O)(=O)c2ccc3nc(C)sc3c2)c1 | -36.6%[inhibitor] | -11.0% | -7.7% | -0.7% | -3.1% | 13.5% | 6.7% | 9.1%
CC(C)CC(=O)NCc1ccc2[nH]c3c(c2c1)CCCC3 | -61.9%[inhibitor] | 4.4% | 0.7% | 14.9% | ? | ? | 1.7% | 4.3%
COc1ccc(CCNC(=O)c2ccco2)cc1 | -2.0% | 0.3% | -3.1% | 0.8% | 3.4% | -10.7% | -1.3% | 0.0%
CCC1CCCCN1CCCNC(=O)C1CCC(=O)N1Cc1ccc(C)cc1 (configuration not stated) | 21.9% | -0.4% | -2.6% | 22.8% | 2.5% | -4.0% | -1.5% | -7.1%
CCN(CC)C(=O)C1CCCN(Cc2ccc(OC)c(C)c2)C1 (configuration not stated) | -10.6% | -3.2% | 0.5% | 1.9% | -10.1% | 11.8% | -7.4% | -13.3%
CCCCS(=O)CC(COCc1ccccc1)OC(=O)CSc1nc(C)cc(C)n1 (configuration not stated) | 3.5% | -0.8% | 11.0% | 3.5% | -0.3% | -0.7% | -1.2% | -1.2%
COC(=O)c1scc(C)c1N/N=C(\C)c1ccc(F)cc1F | -3.8% | 6.8% | -5.1% | -1.4% | ? | -2.4% | 9.3% | 11.5%
CC(=O)CSc1ncnc2nc[nH]c12 | -19.4% | -0.2% | -5.8% | 3.1% | -8.2% | 0.9% | 3.6% | -5.4%
O=C(CCCCCN1C(=O)c2cccc3cccc(c23)C1=O)NCc1cccnc1 | / | 9.6% | 8.0% | -16.2% | ? | ? | -3.3% | 10.0%
Cc1ccccc1-c1n[nH]c(=S)n1/N=C/C=C/c1ccco1 | / | / | -15.5% | 4.6% | ? | / | 1.6% | 7.8%
Cc1cc(NC(=O)c2ccc(COc3ccc(Cl)c(C)c3)o2)no1 | 24.1% | 3.1% | 5.7% | -1.2% | 7.0% | -6.7% | 1.2% | -0.5%
CC1(C)CC(N(Cc2cccs2)C(=O)c2ccco2)CCO1 (configuration not stated) | -11.6% | 3.8% | 6.1% | -15.0% | -0.3% | 10µM* | -0.9% | 5.2%
COc1cc2nc(Cl)nc(N3CCOCC3)c2cc1OC | -53.4%[inhibitor] | -2.3% | -8.9% | 0.8% | -6.1% | -13.7% | 1.2% | 1.7%
CCN(CC)S(=O)(=O)c1cc(NC(=O)CCCOc2ccc(C(C)=O)cc2)ccc1C | -67.8%[inhibitor] | -3.6% | 14.9% | -17.8% | -0.4% | -1.5% | -6.1% | 1.0%
Cn1cc(Br)c(NS(=O)(=O)c2ccc(Cl)s2)n1 | / | / | 12.2% | 0.5% | 6.1% | / | -11.5% | 3.1%
Cc1nnc(-c2ccc(Cl)cc2)nc1NCCN(C)C | -6.6% | 0.6% | 14.2% | 5.4% | 5.8% | 2.8% | 7.8% | -0.5%
CCCNC(=O)CCc1c(C)nc2nc(C)nn2c1C | 0.7% | -5.2% | -7.5% | 14.0% | 8.3% | 2.4% | 2.6% | -3.2%
COc1ccc(NC(=O)C(=O)N/N=C(\C)CC(=O)Nc2ccccn2)c(OC)c1 | / | / | -17.6% | 6.1% | 19.8% | / | -8.8% | -4.7%
CCOC(=O)c1ccc(N2C(=O)c3n[nH]c(C)c3C2c2ccc(O)cc2)cc1 (configuration not stated) | -5.2% | 7.9% | -0.8% | 7.6% | 2.8% | -4.5% | -15.7% | 9.5%
CCCOc1ccc(N2CC(C(=O)Nc3ccc(N4CCOCC4)cc3)CC2=O)cc1 (configuration not stated) | 6.2% | 9.4% | 21.5% | 13.6% | 0.9% | 0.2% | 6.5% | 3.8%
Cc1cccc(C(=O)N/N=C/c2ccc3c(c2)OCO3)n1 | -0.7% | 8.7% | 4.3% | 3.9% | 2.2% | 0.0% | -0.3% | -0.9%
Cc1ccccc1CSCC(Nc1ccc(C(=O)O)cc1[N+](=O)[O-])C(=O)O (configuration not stated) | 30.9% | -3.4% | 1.4% | -1.9% | 1.2% | 15.8µM* | -5.6% | -1.0%
Cc1cc(C(=O)Nc2c(F)c(F)c(F)c(F)c2F)n(-c2ccccc2)n1 | -5.9% | 0.0% | 1.9% | -8.6% | -2.4% | -0.8% | / | -2.5%
CC(C)(C)NC(=O)CN(C(=O)CS(=O)CC(=O)Nc1ccc(F)cc1)c1ccc2c(c1)OCCO2 (configuration not stated) | -1.9% | -5.4% | 0.3% | -7.0% | -17.9% | 8.1% | -12.2% | 6.1%
O=C(CN1CCCCCC1)N/N=C/c1cccc(Cl)c1Cl | 14.0% | -4.0% | 3.9% | 3.8% | -16.5% | ? | -5.5% | -2.4%
CCc1cc2c(NCC3CCCO3)nc(C)nc2s1 (configuration not stated) | -49.8%[inhibitor] | -0.8% | -6.8% | 1.0% | ? | -4.8% | -6.1% | -7.6%
CCn1c2ccccc2c2cc(NC(=O)CSc3nnc(-c4cccc(C)c4)o3)ccc21 | -5.6% | -11.8% | 8.4% | 9.3% | -10.2% | 17.8µM* | 0.3% | 4.7%
CN1CCN(CCc2nc3cc(NC(=O)c4ccco4)ccc3n2C)CC1 | / | / | 10.9% | -5.0% | -2.0% | / | -0.1% | -9.6%

Rewritten with each value named: 2 of the compounds above
> CCOC(=O)c1ccc(N2C(=O)c3n[nH]c(C)c3C2c2ccc(O)cc2)cc1 (configuration not stated)
  SMN2 splice up: -5.2%
  GAA inh: 7.9%
  GAA glycogen: -0.8%
  RGS12 GoLoco inh: 7.6%
  KDM4E inh: 2.8%
  ALDH1A1 inh: -4.5%
  GAA spleen mod: -15.7%
  aGal spleen mod: 9.5%

> Cc1cccc(C(=O)N/N=C/c2ccc3c(c2)OCO3)n1
  SMN2 splice up: -0.7%
  GAA inh: 8.7%
  GAA glycogen: 4.3%
  RGS12 GoLoco inh: 3.9%
  KDM4E inh: 2.2%
  ALDH1A1 inh: 0.0%
  GAA spleen mod: -0.3%
  aGal spleen mod: -0.9%

Continued.
compound | SMN2 splice up | GAA inh | GAA glycogen | RGS12 GoLoco inh | KDM4E inh | ALDH1A1 inh | GAA spleen mod | aGal spleen mod
CCC(C(=O)O/N=C(\N)c1ccccc1)c1ccccc1 (configuration not stated) | 1.7% | ? | -3.5% | 11.5% | 3.7% | -5.0% | -7.0% | -17.6%
Cc1ccc(N2CN(Cc3ccco3)CNC2=S)cc1 | -44.1%[inhibitor] | 6.9% | -0.1% | 11.2% | 5.0% | ? | 5.5% | 4.3%
CCCn1c(SCC(=O)c2cc(C)ccc2C)n[nH]c1=O | -4.9% | 1.7% | -10.9% | 1.2% | 3.2% | -13.0% | 2.9% | 1.6%
COc1ccc(OC)c(-c2csc(N(CC3CCCO3)C(=O)C3CCCCC3)n2)c1 (configuration not stated) | / | 5.8% | -5.1% | 42.4%[activator] | -7.7% | 6.0% | -1.5% | -0.6%
O=C(Nc1ccccc1C(=O)O)c1ccccc1 | 11.8% | 5.3% | 0.2% | -8.8% | -2.6% | -2.5% | -16.2% | -9.4%
CCOC(=O)C1=C(N)n2c(s/c(=C\c3ccncc3)c2=O)=C(C(=O)OCC)C1c1ccncc1 (configuration not stated) | -96.0%[inhibitor] | 11.9% | 4.5% | 8.8% | 1.9% | 4.0% | 1.6% | -0.8%
